AGP1-GFP MLPCN = yeast TOR pathway AGP1-GFP modulation; AID 2066; GFP response vs DMSO, % at 10 µM; 320,000 tested, 0.02% active; S. cerevisiae AGP1-GFP multiplex flow cytometry, 3 h; GFP as percent of DMSO wells;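 active means GFP response relative to DMSO above a set limit, near screen average plus 3 SD, cut at about 150% in these data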;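 further: median GFP channel fluorescence of the gated AGP1 strain per well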
Yeast superoxide = caloric restriction mimetics inhibiting age-related superoxide in yeast; S. cerevisiae aged cells, superoxide DHE fluorescence; active compounds read low; superoxide response (% of plate mean), % at 10 µM; 330,000 tested, 0.18% active; AID 2690;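 active means superoxide response under a set limit, about three screen SD below normal, cut at about 65% in these data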;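 further: yeast aged for seven days with compound at 30 °C before DHE staining; 100% = average MFI of all compound-treated wells on the plate with controls excluded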
CIT2 TOR yeast = yeast TOR pathway CIT2-GFP modulation. S. cerevisiae CIT2-GFP strain, flow cytometry, 3 h; 100 means same as DMSO wells. GFP response vs DMSO, % at 10 µM. 320,000 tested, 0.065% active. AID 2029;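 active means GFP response relative to DMSO above a set limit, near the screen mean plus 3 SD, cut at about 150% in these data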;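 further: ratio of well median GFP fluorescence to mean of DMSO wells on the plate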
AHR act = activates the human aryl hydrocarbon receptor. P35869. AHR-responsive luciferase reporter cells, luminescence. activation, % at 5 µM. 320,000 tested, 2.5% active. AID 2796; in the data active means activation above about 47%;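 further: 0% = vehicle wells and 100% = reference agonist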
Target sequence (P35869 whole entry, looked up): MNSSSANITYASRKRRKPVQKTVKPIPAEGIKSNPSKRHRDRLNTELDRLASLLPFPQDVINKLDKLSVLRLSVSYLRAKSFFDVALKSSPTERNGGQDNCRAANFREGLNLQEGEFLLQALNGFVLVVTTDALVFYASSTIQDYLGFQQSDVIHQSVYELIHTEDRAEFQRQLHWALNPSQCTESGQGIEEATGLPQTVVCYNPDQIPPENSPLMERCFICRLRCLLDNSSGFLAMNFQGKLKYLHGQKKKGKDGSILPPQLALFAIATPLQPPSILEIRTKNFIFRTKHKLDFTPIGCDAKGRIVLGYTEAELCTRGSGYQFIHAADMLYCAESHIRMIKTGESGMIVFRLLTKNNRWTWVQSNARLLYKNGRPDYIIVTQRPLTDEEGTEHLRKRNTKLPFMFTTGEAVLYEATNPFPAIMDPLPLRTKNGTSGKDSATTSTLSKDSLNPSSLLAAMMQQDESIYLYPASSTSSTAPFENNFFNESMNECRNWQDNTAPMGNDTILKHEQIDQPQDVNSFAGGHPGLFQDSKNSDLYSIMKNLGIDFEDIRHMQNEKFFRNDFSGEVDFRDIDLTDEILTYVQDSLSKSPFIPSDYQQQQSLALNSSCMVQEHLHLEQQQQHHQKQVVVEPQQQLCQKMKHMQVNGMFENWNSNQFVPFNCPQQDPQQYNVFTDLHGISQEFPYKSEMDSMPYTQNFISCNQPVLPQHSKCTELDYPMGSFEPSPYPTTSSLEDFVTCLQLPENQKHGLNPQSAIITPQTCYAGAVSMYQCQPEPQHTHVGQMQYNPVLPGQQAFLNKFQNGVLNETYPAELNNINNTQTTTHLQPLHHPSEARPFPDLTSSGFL
LAP4 TOR yeast = alters LAP4-GFP fluorescence in TOR pathway yeast screen | S. cerevisiae LAP4-GFP multiplex, flow cytometry GFP, 3 h; median GFP as percent of DMSO wells | GFP response vs DMSO, % at 10 µM | 320,000 tested, 0.34% active | AID 2023;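 active means GFP response vs DMSO above a set limit, about the screen mean plus 3 SD, cut at about 150% in these data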
Efflux pump mplx = blocks antifungal efflux pumps in multiplex yeast assay; 330,000 tested, 0.44% active; inhibition, % at 10 µM; S. cerevisiae Candida pump triplex, Nile Red efflux;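 active means plate passing quality check with inhibition over a set limit, or well fluorescence over plate mean plus 4 SD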;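 further: Nile Red retained in pooled yeast measured as flow cytometry median fluorescence; 0% = buffer negative control and 100% = Enniatin B positive control; higher means more Nile Red kept so more efflux inhibition; some compounds called inactive have numbers as strong as hits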
RPL19A TOR yeast = yeast TOR pathway RPL19A-GFP modulation; S. cerevisiae RPL19A-GFP strain, flow cytometry, 3 h; active compounds read low; percent response vs DMSO, % at 10 µM; 330,000 tested, 0.3% active; AID 2025;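 active means percent response vs DMSO below 50%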;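 further: median channel GFP fluorescence of the barcoded RPL19A-GFP strain; ratio of sample median GFP to plate DMSO average so 100% = DMSO; lower means less RPL19A-GFP as with rapamycin TOR inhibition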
MEP2-GFP yeast = modulators of TOR pathway MEP2-GFP in S. cerevisiae; GFP response vs DMSO, % at 10 µM; S. cerevisiae MEP2-GFP strain, flow cytometry GFP, 3 h; 100% = DMSO control level; 330,000 tested, 0.51% active;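 active means GFP response versus DMSO above a set limit, roughly screen mean plus 3 SD, cut at about 180% in these data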;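 further: median GFP fluorescence of the barcode-gated MEP2-GFP cells per well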
Numbers without * were called inactive; . = not tested or not shown. Rows are unselected; overall some 3.9% were active at least once.

SMILES	AGP1-GFP MLPCN	Yeast superoxide	CIT2 TOR yeast	AHR act	LAP4 TOR yeast	Efflux pump mplx	RPL19A TOR yeast	MEP2-GFP yeast
O=C(NC(=S)NCC1CCCO1)c1ccc(Cl)cc1 (stereo not drawn)	93	95	93	12	93	0.8	106	89
CC(=O)Nc1cccc(C(=O)NC2CCCc3c2cnn3-c2cc(C)cc(C)c2)c1 (stereo not drawn)	100	92	99	0	104	0.1	101	108
COCc1nnc(NC(=O)c2ccc(S(=O)(=O)N3CCCc4ccccc43)cc2)o1	96	96	100	-2	108	-0.1	98	90
Clc1ccccc1CNCc1ccncc1	100	114	102	13	98	0.1	106	107
CCCCN(CC(=O)NCc1ccc(Cl)cc1)S(=O)(=O)c1ccc2c(c1)OCCO2	108	86	111	-3	100	-0.2	114	107
COc1cc2ccccc2cc1C(=O)Nc1cccnc1	94	122	97	77*	108	-0.3	99	103
COC(=O)c1cccc(NC(=O)C(C)(C)C)c1	101	85	94	1	106	0.1	100	99
Cc1ccc(NC(=O)n2ncc3c(C)cccc32)c(C)c1	91	88	92	12	93	3.2	102	87
O=C(NCCc1ccc(Cl)cc1)C1COc2ccccc2O1 (stereo not drawn)	97	92	87	-2	107	0.0	99	99
COC(=O)c1sc(N)c(C(=O)OC)c1COC(=O)CNS(=O)(=O)c1cccc(C#N)c1	94	99	90	13	95	-0.3	95	90
CCOc1c(C)cnc2c1c(=O)n(Cc1ccccc1F)c(=O)n2C	101	86	82	3	101	0.1	98	102
CCC(=O)NNc1ncnc2c1cnn2-c1ccccc1	98	68	99	9	95	0.0	98	99
Cc1cccc(C(=O)N2CCCC(c3nc(-c4ccc(F)cc4)no3)C2)c1 (stereo not drawn)	105	109	99	.	96	0.0	104	107
Cc1ccnc2c(N3C(=O)C4C5C=CC(C5)C4C3=O)cccc12 (stereo not drawn)	100	99	96	7	99	0.2	98	102
CC(=O)Oc1ccc(-c2cc3c(OC(C)=O)cc(OC(C)=O)cc3oc2=O)cc1	102	110	102	4	115	0.0	101	107
Cc1cc(SCc2ccccc2Cl)nc(=O)[nH]1	97	106	93	-1	97	0.1	95	93
Cc1ocnc1C(=O)Nc1ccc(Cl)cc1	90	105	87	104*	106	9.8*	95	98
NS(=O)(=O)c1ccc(N=Cc2c(O)c3ccccc3oc2=O)cc1	101	100	100	2	98	0.0	98	98
CCOC(=O)c1c(C)[nH]c(C(=O)NCCN2CCOCC2)c1C	114	88	104	6	115	-0.2	103	107
O=C(CCl)N=c1sccn1Cc1ccccc1Cl	106	103	100	-3	100	-0.2	104	112
O=C(Nc1ccc(C(=O)O)cc1)Nc1ccc([N+](=O)[O-])cc1	103	91	104	1	95	-0.2	103	110
O=C(CN1C2=NCCCN2c2ccccc21)c1ccc(Br)s1	98	108	92	23	99	0.3	98	98
O=C(NN1CCOCC1)c1ccc(Cl)c(Cl)c1	105	99	104	-4	107	0.1	103	101
Cc1cc(NS(=O)(=O)c2ccc(NC(=O)C(C)N3C(=O)c4ccccc4C3=O)cc2)nc(C)n1 (stereo not drawn)	104	91	.	-1	99	0.0	105	102
Nc1nc(-c2ccccc2)nc(-c2ccccc2O)n1	89	84	83	84*	80	-0.2	93	96

Continued.
SMILES	AGP1-GFP MLPCN	Yeast superoxide	CIT2 TOR yeast	AHR act	LAP4 TOR yeast	Efflux pump mplx	RPL19A TOR yeast	MEP2-GFP yeast
C#CCOCCOCCOCCNc1nc(N2CCN(C(=O)[C@H]([C@@H](C)O)n3cc(CCCCN)nn3)CC2)nc(N2CCN(C(=O)[C@H](CCCCN)n3cc(CCC(=O)O)nn3)CC2)n1	100	103	105	-1	96	0.0	96	96
Cc1ccc(S(=O)(=O)N2CCCCC2)cc1NC(=O)COC(=O)c1ccc(O)cc1	101	109	102	-1	96	-0.2	100	100
Cc1ccc(CNC(=O)c2cc(=O)c3ccc(C)cc3o2)cc1	95	90	103	9	96	-0.1	101	106
O=C(N/C=C\c1ccccc1)NCc1ccc(Cl)cc1Cl	98	81	108	1	106	-0.3	102	109
O=C(CNC(=O)C1COc2ccccc2O1)N/N=C\c1ccc(Br)cc1 (stereo not drawn)	96	106	94	5	89	0.1	90	90
Cc1nnc(NCc2ccco2)c2ccccc12	101	88	103	3	99	-0.2	98	99
CC(CC(=O)c1cccs1)CC(=O)c1cccs1	90	101	85	1	100	0.1	91	90
Cc1ccccc1C1N(c2nccs2)C(=O)C2CCCN21 (stereo not drawn)	97	88	104	-1	97	-0.1	103	104
Cc1cccc(C(C)C)c1NC(=O)CN1C(=O)NC2(CCc3ccccc32)C1=O (stereo not drawn)	91	100	94	4	90	0.0	89	98
COc1ccc(-c2nnn(CC(=O)N(Cc3ccco3)C(C(=O)NCC3CCCO3)c3ccco3)n2)cc1 (stereo not drawn)	102	96	101	0	106	0.2	104	108
COCC(C)NC(=O)COc1ccc(Cl)cc1Cl (stereo not drawn)	110	87	101	0	110	-0.2	106	103
O=C(CN1C(=O)COc2ccccc21)NNC(=O)Nc1ccccc1F	107	97	108	0	97	-0.2	100	87
CO/N=C/c1cccn1-c1nccc(N(C)C)c1C#N	88	99	93	1	95	0.2	95	95
CCCNC(=O)C(NS(=O)(=O)c1cccc2nsnc12)c1ccccc1 (stereo not drawn)	106	109	.	-1	94	0.0	99	106
CCn1c(=O)c(C(=O)NCCCO)c(O)c2ccccc21	93	102	93	2	89	0.0	93	97
Cc1cc(C)c(C(N)=O)c(Cl)n1	109	106	106	3	104	0.0	104	104
COc1ccc(CNC(=O)COC(=O)c2cc3ccccc3cc2O)cc1OC	104	105	103	14	106	0.6	109	103
CCOc1cc(CNc2ccccc2)cc(Br)c1OCc1ccccc1F	94	104	96	9	99	0.1	98	96
CCCCC(=O)Nc1cc([N+](=O)[O-])ccc1F	103	103	98	-3	100	0.0	98	100
Cc1sc2nc(CSC(C)C(=O)Nc3ccc(C(N)=O)cc3)[nH]c(=O)c2c1C (stereo not drawn)	104	106	101	5	103	-0.1	97	95
CCN1CCc2c(sc(NC(=O)c3ccc(S(=O)(=O)N4CC(C)OC(C)C4)cc3)c2C(N)=O)C1 (stereo not drawn)	109	91	100	-1	106	0.0	105	96
CCc1ccc(-c2cc(C(F)(F)F)n3nc(C(=O)Nc4cnn(Cc5ccc(C)cc5)c4)cc3n2)s1	100	81	105	24	94	0.1	94	98
CCN(C(=O)COC(=O)c1ccc(Cl)c(S(=O)(=O)N2CCCCC2)c1)C1CCS(=O)(=O)C1 (stereo not drawn)	93	94	91	-1	94	0.1	94	93
CCNc1nc(NC(C)C)nc(OCCOC(=O)c2ccccc2)n1	101	83	101	1	101	0.1	98	118
Cc1ccc(Sc2c([N+](=O)[O-])ncn2C)cc1	101	108	90	0	120	0.2	96	104
CCc1c(C)nc2ncnn2c1N1CCC(C(=O)NCc2cccc(OC)c2)CC1	.	78	109	-4	107	0.3	107	109
O=C(COc1ccccc1)Nc1nnc(S(=O)(=O)N2CCCCCC2)s1	101	89	102	-3	102	-0.4	99	102

Structures from the list above containing four or more nitrogen atoms (16):
SMILES	AGP1-GFP MLPCN	Yeast superoxide	CIT2 TOR yeast	AHR act	LAP4 TOR yeast	Efflux pump mplx	RPL19A TOR yeast	MEP2-GFP yeast
CC(=O)Nc1cccc(C(=O)NC2CCCc3c2cnn3-c2cc(C)cc(C)c2)c1 (stereo not drawn)	100	92	99	0	104	0.1	101	108
COCc1nnc(NC(=O)c2ccc(S(=O)(=O)N3CCCc4ccccc43)cc2)o1	96	96	100	-2	108	-0.1	98	90
CCC(=O)NNc1ncnc2c1cnn2-c1ccccc1	98	68	99	9	95	0.0	98	99
Cc1cc(NS(=O)(=O)c2ccc(NC(=O)C(C)N3C(=O)c4ccccc4C3=O)cc2)nc(C)n1 (stereo not drawn)	104	91	.	-1	99	0.0	105	102
Nc1nc(-c2ccccc2)nc(-c2ccccc2O)n1	89	84	83	84*	80	-0.2	93	96
C#CCOCCOCCOCCNc1nc(N2CCN(C(=O)[C@H]([C@@H](C)O)n3cc(CCCCN)nn3)CC2)nc(N2CCN(C(=O)[C@H](CCCCN)n3cc(CCC(=O)O)nn3)CC2)n1	100	103	105	-1	96	0.0	96	96
COc1ccc(-c2nnn(CC(=O)N(Cc3ccco3)C(C(=O)NCC3CCCO3)c3ccco3)n2)cc1 (stereo not drawn)	102	96	101	0	106	0.2	104	108
O=C(CN1C(=O)COc2ccccc21)NNC(=O)Nc1ccccc1F	107	97	108	0	97	-0.2	100	87
CO/N=C/c1cccn1-c1nccc(N(C)C)c1C#N	88	99	93	1	95	0.2	95	95
CCCNC(=O)C(NS(=O)(=O)c1cccc2nsnc12)c1ccccc1 (stereo not drawn)	106	109	.	-1	94	0.0	99	106
Cc1sc2nc(CSC(C)C(=O)Nc3ccc(C(N)=O)cc3)[nH]c(=O)c2c1C (stereo not drawn)	104	106	101	5	103	-0.1	97	95
CCN1CCc2c(sc(NC(=O)c3ccc(S(=O)(=O)N4CC(C)OC(C)C4)cc3)c2C(N)=O)C1 (stereo not drawn)	109	91	100	-1	106	0.0	105	96
CCc1ccc(-c2cc(C(F)(F)F)n3nc(C(=O)Nc4cnn(Cc5ccc(C)cc5)c4)cc3n2)s1	100	81	105	24	94	0.1	94	98
CCNc1nc(NC(C)C)nc(OCCOC(=O)c2ccccc2)n1	101	83	101	1	101	0.1	98	118
CCc1c(C)nc2ncnn2c1N1CCC(C(=O)NCc2cccc(OC)c2)CC1	.	78	109	-4	107	0.3	107	109
O=C(COc1ccccc1)Nc1nnc(S(=O)(=O)N2CCCCCC2)s1	101	89	102	-3	102	-0.4	99	102

High-throughput results from PubChem BioAssay.
